Runt-SMMHC FRET = inhibitors of RUNX1 Runt–CBFb-SMMHC binding, primary screen, biochemical, FRET, Cerulean-Runt, Venus-CBFb-SMMHC, uHTS; Runt-related transcription factor 1 (Homo sapiens) + Core-binding factor subunit beta …; Cerulean-Runt/Venus-CBFb-SMMHC FRET ratio 530/480, 1 h; inhibition, % at 20 µM; hit rate 0.74% among 220,000; AID 1434, 2008;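 active = mean inhibition across duplicate retests at 20 µM reaching about 50%, limit read from the data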;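 note: 0% = DMSO wells and 100% = wells with excess untagged CBFb-SMMHC; inhibitors lower the FRET ratio by blocking Runt binding to CBFb-SMMHC; some results filed as inactive read as strong as hits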
14-3-3 Bad PPI = inhibitors of 14-3-3 zeta/Bad binding, primary screen, biochemical, TR-FRET, bovine 14-3-3 zeta | 14-3-3 protein zeta/delta (Bos taurus), P63103 | TR-FRET 14-3-3zeta/Dy647-pBad peptide displacement, 1 h | AID 781, 2007 | hit rate 0.71% among 220,000 | inhibition, % at 21.7 µM;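 active = inhibition above about 70%, limit read from the data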;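 note: 0% = full 14-3-3 plus peptide FRET controls and 100% = background without 14-3-3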
Target sequence (P63103 whole entry, looked up): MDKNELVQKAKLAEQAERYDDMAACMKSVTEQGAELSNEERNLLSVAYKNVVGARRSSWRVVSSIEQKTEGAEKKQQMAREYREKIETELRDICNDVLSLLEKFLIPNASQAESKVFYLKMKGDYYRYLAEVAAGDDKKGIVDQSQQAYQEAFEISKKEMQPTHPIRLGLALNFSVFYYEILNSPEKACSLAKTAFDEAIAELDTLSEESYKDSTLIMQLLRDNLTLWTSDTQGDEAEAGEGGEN
FXIa inh = human FXIa protease inhibitors, primary screen, biochemical, 1536-well. Coagulation factor XI (Homo sapiens), P03951. purified FXIa, Boc-Glu-Ala-Arg-AMC fluorogenic substrate. inhibition, % at 5 µM. hit rate 0.14% among 220,000;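 active = inhibition of at least 40%; inactive = inhibition below 40%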;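 note: fluorescence of freed AMC excited at 355 nm; 0% = enzyme without compound and 100% = no enzyme blank; many of its hits are not listed in these tables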
Runt-CBFb FRET = inhibitors of RUNX1 Runt–CBFb binding, primary screen, biochemical, FRET, Cerulean-Runt, Venus-CBFb, uHTS | Runt-related transcription factor 1 (Homo sapiens) + Core-binding factor subunit beta … | Cerulean-Runt/Venus-CBFb FRET ratio 530/480, 1 h | inhibition, % at 20 µM | hit rate 0.46% among 220,000 | AID 1496, 2009;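 active = inhibition over about 50% at 20 µM in the single-dose screen, limit read from the data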;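 note: 0% = DMSO wells and 100% = excess unlabeled CBFb competitor control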
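Schedule: protein complex preformed 1 h, compound exposure 1 h, room temperature, dark; test system: Cerulean-labeled Runt domain protein; amount: 100 nM per protein; buffer or medium: Tris 50 mM pH 7.5, KCl, K2SO4, 0.01% BSA; read-out: loss of energy transfer signal; detection: FRET fluorescence; controls: 5 µM unlabeled CBFb as full-inhibition high control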
thrombin 1536 = human alpha-thrombin inhibitors, primary screen, counter-screen for coagulation protease inhibitor project, biochemical, 1536-well, fluorogenic AMC substrate; Prothrombin (Homo sapiens), P00734; Boc-VPR-AMC fluorogenic substrate cleavage; inhibition, % at 5 µM; hit rate 0.26% among 220,000;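 active = inhibition at or above 40%; inactive = inhibition below 40%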;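 note: 0% = enzyme with no compound and 100% = wells without enzyme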
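Test system: human alpha-thrombin; medium: pH 7.5 Tris-saline with Tween 20; times: reaction at room temperature; signal: AMC fluorescence at 355 nm excitation and 460 nm emission; also added: Boc-VPR-AMC substrate, 15 µM final; dosing: one concentration per compound, 5 µM, with 0.2% DMSO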
FXIIa inh 1536 = human FXIIa protease inhibitors, primary screen, biochemical, 1536-well; purified FXIIa, Boc-QGR-AMC fluorogenic substrate, 2 h; inhibition, % at 5 µM; hit rate 0.3% among 220,000; AID 800, 2007; in the data active = inhibition above about 40%;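 note: 0% = enzyme with no compound and 100% = blank without enzyme; many of its hits are not listed in these tables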
Wee1 degr inh = Wee1 degradation inhibitors, primary screen, cell-based, HeLa, Wee1K328M-luciferase, luminescence | reporter increase, % at 5 µM | hit rate 1.2% among 220,000 | HeLa Luc-Wee1K328M stability; 100% = proteasome inhibitor MG132 effect;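 active = activation above the mean of all tested compounds plus 3 SD, set per screening run, cut at about 8.8% in these data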;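 note: cells exposed to compound for 20 h before luminescence read; 0% = DMSO alone and 100% = MG132 at 30 µM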
KLK5 inh = human KLK5 protease inhibitors, primary screen, biochemical, 1536-well | Kallikrein-5 (Homo sapiens), Q9Y337 | recombinant hK5, fluorogenic AMC substrate cleavage | inhibition, % at 5 µM | hit rate 0.59% among 210,000;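 active = inhibition of 40% or more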;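 note: 0% = enzyme controls without compound and 100% = no-enzyme blanks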
Target sequence (Q9Y337 67-293 limits assumed): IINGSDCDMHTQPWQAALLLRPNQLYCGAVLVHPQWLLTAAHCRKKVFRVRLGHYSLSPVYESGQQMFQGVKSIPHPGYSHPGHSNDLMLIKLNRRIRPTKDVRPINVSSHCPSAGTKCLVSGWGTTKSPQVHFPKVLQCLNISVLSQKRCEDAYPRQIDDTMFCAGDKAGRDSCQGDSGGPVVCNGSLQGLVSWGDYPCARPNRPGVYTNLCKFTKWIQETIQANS
Hck-Nef inh = inhibitors of Nef-activated human Hck kinase, primary screen, biochemical, Z-Lyte FRET, 384-well, Hck-YEEI. Recombinant Hck-YEEI plus Nef, Z-Lyte FRET kinase assay. inhibition, % at 20 µM. hit rate 0.68% among 220,000. AID 463187, 2010;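 active = Hck-Nef kinase inhibition above about 50%, limit read from the data; inactive = inhibition below that limit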;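 note: 0% = DMSO with Hck plus Nef and 100% = Hck alone without Nef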
Target sequence (P08631 whole entry, looked up): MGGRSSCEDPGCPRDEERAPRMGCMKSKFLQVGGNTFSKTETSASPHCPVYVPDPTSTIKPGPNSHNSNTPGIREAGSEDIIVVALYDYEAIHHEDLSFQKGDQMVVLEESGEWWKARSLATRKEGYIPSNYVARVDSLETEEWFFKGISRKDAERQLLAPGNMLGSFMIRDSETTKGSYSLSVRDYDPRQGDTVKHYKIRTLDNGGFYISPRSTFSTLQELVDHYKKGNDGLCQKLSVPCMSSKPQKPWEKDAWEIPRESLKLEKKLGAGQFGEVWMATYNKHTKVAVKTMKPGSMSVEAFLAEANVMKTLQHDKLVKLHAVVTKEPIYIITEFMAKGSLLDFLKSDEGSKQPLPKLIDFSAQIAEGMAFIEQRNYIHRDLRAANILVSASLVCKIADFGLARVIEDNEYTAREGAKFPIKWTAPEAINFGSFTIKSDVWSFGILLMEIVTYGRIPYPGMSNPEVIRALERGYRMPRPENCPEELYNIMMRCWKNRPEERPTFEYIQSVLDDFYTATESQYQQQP
* = called active by the depositor; / = not tested or not shown; [ ] = another dose, or the depositor's remark.

SMILES	Runt-SMMHC FRET	14-3-3 Bad PPI	FXIa inh	Runt-CBFb FRET	thrombin 1536	FXIIa inh 1536	Wee1 degr inh	KLK5 inh	Hck-Nef inh
CN(CC(=O)Nc1ccc(OC(F)(F)F)cc1)C1CCCCC1	0.4	38.3	-5.7	-2.5	-14.6	5.3	2.1	-4.2	22.0
Cc1c(CCOC(=O)C23CC4CC(CC(C4)C2)C3)sc[n+]1CC#N	-3.1	-13.6	-7.4	-1.7	-2.3	-1.5	4.2	-18.0	4.4
N#CC1C=Cc2ccccc2N1C(=O)c1ccccc1 (centres undefined)	-0.9	-1.2	-4.1	1.6	-8.1	0.1	-3.4	-4.6	14.0
O=C(Nn1c(-c2ccccc2)nc2ccccc2c1=O)c1cccs1	-3.9	5.5	10.1	-2.4	-8.6	17.7	1.3	-3.6	4.8
O=C(N/C=C/n1cnc2cc(C(F)(F)F)ccc21)c1ccccc1F	-1.6	-6.7	9.5	-7.2	-4.2	-4.6	-1.9	-21.1	18.4
Cc1ccc(/C=N/NC(=O)c2ccc(Br)o2)s1	2.0	1.2	6.4	0.8	-7.4	6.6	2.5	-15.2	4.5
CN(C)CCCN1C(=O)c2oc3ccc(Cl)cc3c(=O)c2C1c1cccnc1 (centres undefined)	-5.8	0.6	-5.3	1.3	-6.7	7.5	2.6	-1.7	19.8
O=C(NC(=S)Nc1ccc(F)cc1)c1ccc2c(c1)OCCO2	-2.4	-18.4	-5.1	3.5	2.6	-0.7	9.5*	-10.6	21.7
COC(=O)CCc1nc2cc(Cl)ccc2n(Cc2ccccc2)c1=O	-0.2	1.6	-6.6	-2.0	-8.4	0.2	-2.3	-4.4	14.8
CCc1ccc(S(=O)(=O)NCCc2csc(-c3ccccc3)n2)s1	10.4	0.7	-2.6	-2.1	-7.3	9.0	4.1	-3.0	5.0
CCOc1cc([N+](=O)[O-])cc(/C=C2/NC(=O)N(Cc3ccccc3F)C2=O)c1O	1.5	-6.6	5.2	-0.1	3.4	18.1	4.4	/	1.8
CCOC(=O)c1cc2c(c(CSc3nc4ccccc4c(=O)n3Cc3ccco3)c1)OCOC2	4.8	10.1[fluorescence artefact?]	-6.5	-0.8	-0.6	13.3	-2.4	-6.1	35.0
CCN1C/C(=C/c2cccc([N+](=O)[O-])c2)C(=O)/C(=C/c2cccc([N+](=O)[O-])c2)C1	1.6	8.5	5.4	-0.2	2.6	11.8	3.0	-11.2	13.4
CC(C)NC(=O)NC1C2CC3CC(C2)CC1C3 (centres undefined)	-3.0	6.1	0.1	-0.3	-3.6	8.7	3.6	-0.1	2.1
C=CCn1c(=NC(=O)c2sc3ccccc3c2Cl)sc2cc(S(N)(=O)=O)ccc21	-9.0	22.0	-0.6	-10.8	-4.7	0.2	-4.1	-18.1	8.2
CN(C)/C=N/c1c(C#N)cnn1-c1ccc(C(F)(F)F)cn1	1.7	-2.8	30.2	1.5	-1.7	6.8	-3.6	22.7	-0.8
Cc1ccc(S(=O)(=O)N(C)C)cc1NC(=O)C(C)Sc1ccccc1 (centres undefined)	-1.0	-8.7	0.9	0.0	-5.7	5.0	0.5	-1.2	23.9
C[N+]1(CC(=O)OCCCc2ccccc2)CCCC1	15.4	30.9	-7.8	-2.9	-5.1	-1.3	-0.9	-2.2	-1.6
CC1=C(C(=O)OCc2ccccc2)C(c2ccc(N(C)C)cc2)NC(=O)N1 (centres undefined)	4.1	-7.1	0.0	2.4	0.5	8.7	-0.2	-7.3	10.2
Cc1ccc(/C=N/Nc2nc(N3CCCCC3)nc(N3CCCCC3)n2)o1	0.0	-12.1	-1.1	-0.9	-6.4	9.9	7.0	-10.2	19.8
Fc1ccc(Cn2cccc2C2=NC(c3ccccc3)CO2)cc1 (centres undefined)	-1.6	2.5	-2.5	-1.2	-9.7	2.7	4.1	-7.9	10.3
Cc1ccccc1Nc1c([N+](=O)[O-])ccc2c1=NC1(CCCCC1)N=2	0.7	-1.6	3.0	12.6	5.1	0.4	-1.8	-1.5	0.6
O=C(NCc1ccc2c(c1)OCO2)C1CC(c2ccc(Cl)c(Cl)c2)=NO1 (centres undefined)	-1.5	0.3[fluorescence artefact?]	0.7	/	2.5	13.1	-1.2	-6.8	1.3
COc1ccc(C(=O)/C=C/NCc2ccc(F)cc2)cc1OC	2.1	-0.8	17.0	-4.3	5.3	30.9	0.6	61.6*	-6.5
CCCc1cc(=O)[nH]c(SCC(=O)NCCC2=CCCCC2)n1	3.0	-10.2	0.3	-1.6	1.2	7.2	-0.7	3.7	15.5
O=C(Nc1ncc(Cc2cccc(Cl)c2)s1)c1cccs1	3.0	-1.0	-5.6	0.2	-6.2	1.2	5.3	-4.0	18.6
N=c1nc(-c2ccccc2)ccn1O	-0.4	8.7	2.2	1.5	-1.5	10.8	-3.0	-1.4	0.9
COc1ccc(S(=O)(=O)CCC(=O)NCCc2ccc(Cl)cc2)cc1	2.7	-2.1	5.4	2.1	3.3	19.4	-0.3	5.6	0.5
O=S(=O)(/N=C(/Nc1ccc(Cl)c(S(=O)(=O)Nc2ccccc2Cl)c1)c1ccc(F)cc1)c1ccccc1	-10.1	-8.1	-1.0	-3.0	3.2	6.2	1.3	-3.7	6.5
COc1ccc(-n2c(SCC(=O)N3CCN(c4ccccc4)CC3)nc3c(c2=O)SCC3)cc1	0.6	-3.0	-4.6	2.5	-0.1	-0.7	-0.3	-3.1	0.0
CN(C(=O)COC(=O)c1cc(-c2ccc(Cl)s2)nc2ccccc12)C1CCS(=O)(=O)C1 (centres undefined)	-3.8	3.9	9.4	/	1.1	-1.1	6.3	-15.1	3.7
COc1ccc(/C=C2\N=C3CCCCCN3C2=O)cc1	1.8	0.2	8.8	-0.7	14.0	22.1	-0.5	17.4	-15.6
C/C(=N\NC(=O)CNc1cccc2ccccc12)c1ccccc1	-1.8	-4.8	0.3	1.3	-6.5	4.8	-0.4	14.0	4.4
COc1ccc(-c2c(C(F)(F)F)nn(C)c2NC(=O)c2ccco2)cc1	-0.2	-3.6	-1.8	1.1	-7.9	7.5	1.3	-1.5	9.7
O=C(COC(=O)c1ccc[nH]c1=O)NC1CCCCCCC1	3.3	-0.8	-3.2	1.2	/	1.8	-1.1	-1.8	12.0
O=C(Nc1cnn(Cc2ccc(F)cc2)c1)c1cnn2c(C(F)F)cc(-c3ccccc3)nc12	-4.9	36.9	-3.6	-6.7	-11.1	3.7	-1.2	-1.9	88.0*
Cc1nnc(SCC(=O)NC2CCCCC2)s1	2.6	-6.5	-4.5	0.3	-4.3	1.4	-0.4	-8.1	-2.4
CCOC(=O)c1oc2cccc(O)c2c1C	2.6	/	-3.0	0.8	-3.6	2.8	3.8	-3.0	-0.6
O=C(NCCN1CCOCC1)C1CC(=O)N(c2ccc(F)c(Cl)c2)C1 (centres undefined)	-4.5	-2.5[fluorescence artefact?]	-2.6	-1.0	-5.8	-1.1	2.4	-0.4	2.5
Cc1cc(C)nc(-n2ncc3c2CCCC3=O)n1	2.8	-3.2	-6.3	2.8	-5.1	2.0	-2.4	-10.6	-0.1
C#CCOCCOCCOCCNc1nc(N2CCN(C(=O)Cn3cc(CCO)nn3)CC2)nc(N2CCN(C(=O)[C@H]([C@@H](C)O)n3cc(CCCCN)nn3)CC2)n1	2.1	48.6	-4.4	-0.9	-5.1	2.0	0.2	-13.7	-1.8
Cc1cc(C)n(C(=O)CN2C(=O)COc3ccccc32)n1	-5.0	-5.6	10.7	-0.1	5.6	18.9	1.7	-14.1	-2.3
O=C(Nc1ccc(-c2cn3ccsc3n2)cc1)C1CCCC1	-0.5	-5.9[fluorescence artefact?]	-1.4	-0.6	2.6	6.3	0.7	-9.6	2.7
CN(Cc1cn(-c2ccccc2)nc1-c1ccc(F)cc1)C(=O)CCC(=O)O	1.6	2.2	8.7	-1.0	-6.2	10.5	-3.2	-11.9	7.6
CC(=O)Nc1ccc(-c2csc(NCc3ccccc3)n2)cc1	-7.3	-12.9	-6.3	2.6	-4.6	0.8	6.1	-2.9	18.2

Next section, starting with the last 3 of the part before.
SMILES	Runt-SMMHC FRET	14-3-3 Bad PPI	FXIa inh	Runt-CBFb FRET	thrombin 1536	FXIIa inh 1536	Wee1 degr inh	KLK5 inh	Hck-Nef inh
O=C(Nc1ccc(-c2cn3ccsc3n2)cc1)C1CCCC1	-0.5	-5.9[fluorescence artefact?]	-1.4	-0.6	2.6	6.3	0.7	-9.6	2.7
CN(Cc1cn(-c2ccccc2)nc1-c1ccc(F)cc1)C(=O)CCC(=O)O	1.6	2.2	8.7	-1.0	-6.2	10.5	-3.2	-11.9	7.6
CC(=O)Nc1ccc(-c2csc(NCc3ccccc3)n2)cc1	-7.3	-12.9	-6.3	2.6	-4.6	0.8	6.1	-2.9	18.2
CCOc1ccccc1NC(=O)c1c(Br)cnn1C	4.1	4.7	-1.3	0.0	-3.2	2.5	-1.7	-3.5	-1.2
O=C(CSc1nnc(Cc2ccccc2)o1)NCc1ccco1	1.0	-3.1	12.3	-0.4	4.4	16.5	-0.5	10.6	4.8
Cc1cc2ncn(C(=O)N3CCCC3)c2cc1C	1.9	-4.4	8.2	-0.8	3.0	13.9	-2.0	-1.2	7.4
CC(C)(C)Cc1nnc(NS(=O)(=O)c2ccccc2)s1	1.2	0.2	-4.3	2.4	-4.6	7.1	-2.1	-2.6	19.7
Cc1nn2c(N3CCN(C4CCCC4)CC3)cc(C(C)(C)C)nc2c1-c1ccccc1	-1.0	-3.9	2.5	-0.1	-6.9	8.3	2.0	-22.6	-2.1
O=C(CCS(=O)(=O)c1cccc2nonc12)NCCc1ccccc1Cl	-0.8	-1.5	2.7	1.8	-4.1	-3.4	1.6	-13.7	-8.7
CN(C(=O)COc1ccc(Br)cc1Cl)C1CCCCC1	0.0	-4.0	-4.0	0.1	0.4	-2.9	-0.9	-19.7	-1.2
CCCCCCC(=O)N(O)C1CC(=O)N(c2ccccc2)C1=O (centres undefined)	14.3	10.0	0.7	19.7	-1.1	2.3	0.8	-12.4	0.9
Cc1cccc(CC2S/C(=N/N=C/c3ccco3)N(c3ccccc3)C2=O)c1 (centres undefined)	-8.2	-27.2	11.6	-2.9	-5.2	3.2	-1.4	-11.4	1.5
CC1CCN(S(=O)(=O)c2cccc(C(=O)N(Cc3ccccc3)c3ccccn3)c2)CC1	-2.5	0.1	-3.7	-2.0	-5.3	4.9	-0.1	-6.2	3.2

From PubChem BioAssay
